# From PubChem
# OXTR agonist: human OXTR agonists, primary screen, fluorescence, CHO-OTR cells, Fluo-8 calcium | Fluo-8 calcium fluorescence; normalized: DMSO 0%, oxytocin 100% | activation, % at 3 µM | actives 0.32% (n = 320,000) | AID 2435, 2010;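 active = activation above the mean of all tested compounds plus 3 SD, cutoff set per screening run, cut at about 20% in these data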;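 note: peak over basal fluorescence ratio from a 100 s FLIPR kinetic read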
# Target sequence (P30559 whole entry, looked up): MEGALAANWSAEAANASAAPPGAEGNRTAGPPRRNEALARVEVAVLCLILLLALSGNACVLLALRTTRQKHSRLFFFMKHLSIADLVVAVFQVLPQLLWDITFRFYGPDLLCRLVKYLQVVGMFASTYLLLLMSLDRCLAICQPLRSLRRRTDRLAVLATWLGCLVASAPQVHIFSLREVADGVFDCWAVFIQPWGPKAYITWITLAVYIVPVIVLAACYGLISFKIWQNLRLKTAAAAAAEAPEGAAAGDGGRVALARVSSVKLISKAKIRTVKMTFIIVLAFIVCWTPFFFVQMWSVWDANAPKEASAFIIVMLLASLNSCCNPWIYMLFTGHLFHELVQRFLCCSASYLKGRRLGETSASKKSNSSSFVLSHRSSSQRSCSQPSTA
# GalR3 antagonist: GalR3 antagonists in HEK293 cells, primary screen, cell-based, fluorescence readout; HEK293 GalR3-CNG cAMP membrane potential fluorescence; galR3 body fused to GalR1 C-terminus; inhibition, % at 3 µM; actives 0.44% (n = 360,000); AID 651719, 2012;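 active = inhibition above the screen-wide average plus 3 SD, cut at about 13% in these data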;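 note: forskolin and galanin both at EC90 stimulate the cells; cAMP rise reported by CNG channel membrane potential dye signal; 0% = forskolin plus galanin with DMSO and 100% = forskolin alone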
# Target sequence (O60755 1-299 limits assumed): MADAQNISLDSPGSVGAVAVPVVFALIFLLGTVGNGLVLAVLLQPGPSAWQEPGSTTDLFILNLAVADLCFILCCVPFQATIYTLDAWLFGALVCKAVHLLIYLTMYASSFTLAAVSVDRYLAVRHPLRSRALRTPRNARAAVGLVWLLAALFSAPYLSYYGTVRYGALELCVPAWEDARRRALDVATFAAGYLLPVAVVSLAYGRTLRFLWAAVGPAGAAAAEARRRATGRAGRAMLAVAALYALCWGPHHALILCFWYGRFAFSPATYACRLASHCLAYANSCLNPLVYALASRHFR
# V1aR counter: agonists of human V1a receptor, primary screen, counter-screen for OXTR agonist project, fluorescence, CHO-V1R cells. Vasopressin V1a receptor (Homo sapiens), P37288. Fluo-8 calcium fluorescence, agonist mode; 0% DMSO, 100% 3 nM vasopressin. activation, % at 3 µM. actives 0.25% (n = 320,000);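 active = activation above the mean activation of all tested compounds plus 3 SD, per screening run, cut at about 20% in these data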;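 note: signal is peak over basal fluorescence ratio across a 100 second FLIPR read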
# Target sequence (P37288 whole entry, looked up): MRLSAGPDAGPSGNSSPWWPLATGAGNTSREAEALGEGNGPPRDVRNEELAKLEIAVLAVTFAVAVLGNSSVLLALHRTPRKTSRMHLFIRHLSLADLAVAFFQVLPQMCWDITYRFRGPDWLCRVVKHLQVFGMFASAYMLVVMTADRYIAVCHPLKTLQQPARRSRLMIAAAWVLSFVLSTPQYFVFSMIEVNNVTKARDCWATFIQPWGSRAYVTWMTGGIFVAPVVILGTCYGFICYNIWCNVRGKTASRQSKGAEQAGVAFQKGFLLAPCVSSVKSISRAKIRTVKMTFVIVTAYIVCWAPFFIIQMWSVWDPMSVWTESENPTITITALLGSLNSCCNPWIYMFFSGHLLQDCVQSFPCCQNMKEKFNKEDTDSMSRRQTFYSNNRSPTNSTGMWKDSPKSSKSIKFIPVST
# * hit, by the source's call. The list is partial; the hit share may differ from the screen's.
# Every second line gives: OXTR agonist	GalR3 antagonist	V1aR counter
Nc1nonc1-n1nnc(C(=O)N/N=C/c2cccc(Cl)c2)c1CN1CCCCCC1
 : -0.3	4	0.2
CN(CC(=O)Nc1cccc(F)c1)C(=O)CCCn1c(=O)oc2ccccc21
 : 0.6	-1	-0.1
O=C(COC(=O)/C=C/c1cccc(F)c1)NC(=O)NC1CCCC1
 : 7.4	2	3.1
COc1ccc2ccccc2c1/C=N\NC(=O)c1cccnc1
 : -1.7	3	-0.5
COc1ccc(C(N)=O)c(OCC(=O)Nc2cc(C)on2)c1
 : 0.3	-6	0.8
CCN(CC(=O)Nc1ccc(OC)cc1)C(=O)c1ccc2ccccc2c1
 : -0.3	-5	0.2
CCN1CCN(c2ccccc2NC(=O)C(C)Oc2ccc(C(C)=O)cc2)CC1 (stereo not drawn)
 : 0.1	-5	1.1
CN(CC(=O)NCc1ccco1)CC(=O)Nc1c(Cl)cccc1Cl
 : 0.6	-3	-0.2
CCOc1ncccc1C(=O)Nc1ccc(S(=O)(=O)N2CC(C)CC(C)C2)cc1 (stereo not drawn)
 : -0.9	-5	-0.3
CCN(CC(=O)Nc1ccccc1C(F)(F)F)C(=O)CN1C(=O)NC2(CCCCC2)C1=O
 : 2.7	-6	0.8
COc1cc(C(=O)NNC(=O)c2cc(=O)[nH]c3ccccc23)cc(OC)c1OC
 : 0.8	-2	0.2
COc1ccc([N+](=O)[O-])cc1NC(=O)C(C)OC(=O)CN1C(=O)C2CC=CCC2C1=O (stereo not drawn)
 : -0.5	-3	-0.3
O=C(COC(=O)/C=C/c1ccc(Cl)cc1)NC(=O)NCc1ccccc1
 : 3.5	-3	2.8
CCCCOc1ccc(C(=O)NN2C(=O)NC3(CCCCC3)C2=O)cc1OC
 : -1.1	-3	-0.7
CC(C)CN(C(=O)COC(=O)c1ccc([N+](=O)[O-])s1)c1c(N)n(Cc2ccccc2)c(=O)[nH]c1=O
 : 0.1	-2	12
Cc1cccc(C(=O)Nc2ccc(C(=O)c3ccccc3)cc2)c1
 : 0.4	2	2.9
COc1ccc(N2CCN(C(=O)COC(=O)c3ccc(CSC)o3)CC2)cc1
 : 4.0	-5	4.2
C=CC[C@@H](CC(=O)N(CCO)Cc1ccccc1)C(=O)N[C@H](COC(=O)[C@@H](CC=C)Cc1ccc(F)cc1)C(C)(C)C
 : -2.5	-5	0.4
CC1CCCCC1NC(=O)COC(=O)/C=C/c1ccco1 (stereo not drawn)
 : -0.4	-4	-0.4
COC(=O)c1cc(S(=O)(=O)N2CCCCC2)ccc1N1CCOCC1
 : -0.1	-5	-0.6
Cc1nn(-c2ccccc2)c(C)c1NC(=O)COc1cc(F)ccc1[N+](=O)[O-]
 : 9.1	-4	8.8
O=C(O)/C(=C\c1ccc(Cl)c([N+](=O)[O-])c1)c1ccc(S(=O)(=O)N2CCCC2)s1
 : -0.6	1	0.1
CN(CC(=O)Nc1c(Cl)cccc1Cl)C(=O)c1n[nH]c2ccccc12
 : 0.2	0	0.5
COc1cc(C(=O)COC(=O)c2ccco2)cc(OC)c1OC
 : 0.7	-5	0.8
C[C@@H]1CN([C@H](C)CO)C(=O)c2cc(NC(=O)Cc3ccccc3)ccc2O[C@H]1CN(C)Cc1ccc(Oc2ccccc2)cc1
 : 3.3	-5	2.5
CCN(CC)CCNC(=O)c1ccc(NC(=O)COc2ccc3c(c2)CCC3)cc1
 : 3.4	-5	0.5
Cc1cccc(S(=O)(=O)Nc2ccc(S(=O)(=O)Nc3nccs3)cc2)c1
 : 1.8	-8	1.0
Cc1cccnc1NC(=O)c1ccc(Br)o1
 : -0.6	-4	-0.5
CN(C)c1ccc(O)c2c1CC1CC3[C@@H](N(C)C)C(=O)C(C(N)=O)C(=O)[C@]3(O)C(=O)C1C2=O (stereo partly drawn)
 : 0.0	-2	1.1
Cn1cncc1C#Cc1c(C=O)n(C)c2ccccc12
 : -2.0	0	-1.6
O=C(COc1cccc(C(F)(F)F)c1)NNC(=O)Cn1c(=O)cnc2ccccc21
 : 0.5	-5	0.7
COc1ccccc1CNCc1ccc(OC)c2ccccc12
 : 1.4	-5	2.0
CN(CC(=O)Nc1ccc(F)cc1)C(=O)c1cccc(S(=O)(=O)N2CCN(c3ccc(F)cc3)CC2)c1
 : 3.5	-6	7.2
Cc1ccccc1NC(=O)COC(=O)c1cc[n+]([O-])cc1
 : 0.9	-4	-0.2
Cc1ccccc1OCC(=O)OCC(=O)Nc1ccc(Cl)cn1
 : -1.7	-7	-0.7
CCN(CC(=O)Nc1ccccc1OC)C(=O)C1CCC1
 : -0.4	-4	1.1
COc1ccc(OC)c(/C=C/C(=O)N2CCN(S(=O)(=O)c3ccc(C)cc3C)CC2)c1
 : -0.8	-3	0.2
CCCNC(=O)C(Cc1ccc(Br)cc1)NC(=O)c1ccc(C#N)cc1 (stereo not drawn)
 : -1.4	-2	-0.3
Cc1c(NC(=O)C(C)OC(=O)/C=C/c2ccc(OC(F)F)cc2)c(=O)n(-c2ccccc2)n1C (stereo not drawn)
 : 0.3	-4	-1.0
Cc1ccccc1-c1nnc(SCC(=O)Nc2cccnc2Cl)o1
 : 0.0	-2	0.4
CCOC(=O)C1CCN(C(=O)CN(c2ccc3c(c2)OCCO3)S(=O)(=O)c2ccccc2)CC1
 : 0.9	-4	0.8
Cc1ccc(S(=O)(=O)NCCNC(C)c2ccc(Br)cc2)cc1 (stereo not drawn)
 : 4.4	-7	2.6
COC(=O)c1c(-c2ccc(OC)cc2)sc2cc(OC)c(OC)cc12
 : -0.6	1	0.4
CCCc1nc2ccccc2c(C(=O)OCC(=O)NC2CC2)c1CC
 : -2.6	-4	-1.5
C[C@H]1CN([C@@H](C)CO)C(=O)c2cccc(NC(=O)c3ccc(-c4nccs4)cc3)c2O[C@@H]1CN(C)C(=O)NC1CCCCC1
 : -0.2	-4	1.1
CCNC(=S)NNC(=O)c1ccc(S(=O)(=O)NCc2ccco2)cc1
 : 0.3	-5	0.5
Cc1ccsc1C(=O)NNC(=O)c1ccc(NS(=O)(=O)c2cccs2)cc1
 : 1.5	-4	0.9
NS(=O)(=O)c1cccc(NC(=O)COC(=O)c2ccccc2C(=O)c2ccccc2)c1
 : 1.9	-5	2.3
O=C(OCC(=O)N1CCCc2ccccc21)c1cccc(S(=O)(=O)N2CCOCC2)c1
 : -0.5	-3	1.3
CCOC(=O)C1CCCN(C(=O)CNC(=O)c2ccc(Br)o2)C1 (stereo not drawn)
 : 0.8	-5	1.0
O=C(c1ccc(Cl)c(S(=O)(=O)N2CCCCC2)c1)N1CCCC(C(F)(F)F)C1 (stereo not drawn)
 : 1.9	-6	2.9
CCC(C)N1CCC2(CC1)N=c1c(c3c4c5c(C)c(O)c3c(O)c1=NC(=O)C(C)=CC=C[C@H](C)[C@H](O)[C@@H](C)[C@@H](O)[C@@H](C)[C@H](OC(C)=O)[C@H](C)[C@@H](OC)C=CO[C@@](C)(O5)C4=O)N2 (stereo partly drawn)
 : -1.6	-1	-0.7
O=C(CN1C(=O)C2CCCCC2C1=O)Nc1cccc(C(F)(F)F)c1 (stereo not drawn)
 : 1.4	1	0.7
CN1CCN(CC(O)COc2ccc(S(=O)(=O)N3CCOCC3)cc2)CC1 (stereo not drawn)
 : 0.7	-3	0.8
O=C(Cc1ccc(S(=O)(=O)N2CCOCC2)s1)N1CCN(S(=O)(=O)c2cccc([N+](=O)[O-])c2)CC1
 : -1.0	-2	-1.3
Cc1c(C(=O)NCc2ccccn2)oc2ccc(Br)cc12
 : -0.9	-4	-0.8
CC(=O)O[C@H]1[C@@H](O)[C@H](O)[C@H](Oc2c(O)c(C)c3c4c2[C@@H](C)CC[C@@H]4[C@@H](C)C[C@H]3C=C(C)C)O[C@H]1C
 : 0.9	-3	1.3
Cc1cccc(NC(=O)CCC(=O)c2cccs2)n1
 : -0.1	0	-1.0
CCC1(c2ccccc2)NC(=O)N(CC(=O)Nc2cc(C(F)(F)F)ccc2N2CCCC2)C1=O (stereo not drawn)
 : -1.1	-5	1.8
CCCCn1c(N)c(N(CC(C)C)C(=O)c2ccc(-c3ccc([N+](=O)[O-])cc3)o2)c(=O)[nH]c1=O
 : -1.6	-4	-1.4

# Nothing new here: three of the compounds above.
# Every second line gives: OXTR agonist	GalR3 antagonist	V1aR counter
Cc1cccc(NC(=O)CCC(=O)c2cccs2)n1
 : -0.1	0	-1.0
CCC1(c2ccccc2)NC(=O)N(CC(=O)Nc2cc(C(F)(F)F)ccc2N2CCCC2)C1=O (stereo not drawn)
 : -1.1	-5	1.8
CCCCn1c(N)c(N(CC(C)C)C(=O)c2ccc(-c3ccc([N+](=O)[O-])cc3)o2)c(=O)[nH]c1=O
 : -1.6	-4	-1.4

# Later entries
# Every second line gives: OXTR agonist	GalR3 antagonist	V1aR counter
CCOCCn1c(=O)c2c(nc3n2CCN3c2ccc(C)cc2)n(C)c1=O
 : -0.7	-3	-0.8
CCOC(=O)[C@H]1[C@H]2COc3ccc(Cl)cc3[C@@H]2N2C(=O)c3cc(F)c(F)cc3NC(=O)[C@@]12C
 : -0.7	-6	-0.8
O=C(CCC(=O)N1CCN(c2ccccc2F)CC1)c1ccc(Cl)s1
 : -1.0	-4	-0.2
CC(Sc1nc(N)cc(N)n1)C(=O)Nc1ccc(N2CCOCC2)cc1 (stereo not drawn)
 : 0.9	-1	0.5
CN(C)/N=C1\C(=O)N(CN2CCN(c3ccccc3)CC2)c2ccccc21
 : 0.6	-3	0.1
Cc1ccc(NC(=O)C2CCN(S(=O)(=O)c3cc([N+](=O)[O-])ccc3Cl)CC2)nc1
 : 12	-7	8.9
CCCNC(=O)c1onc(CS(=O)(=O)c2cccc(OC)c2)c1C(=O)NCCC
 : -1.1	-1	-0.4
Cc1ccc(C(=O)NCC(=O)N(C)CC(=O)Nc2ccccc2Br)s1
 : -0.1	-4	0.6
Cc1nnc(N=c2ssnc2Cl)o1
 : -1.9	-4	-0.3
O=S(=O)(c1c(F)cccc1F)N1CCCC2CCCCC21 (stereo not drawn)
 : -2.3	-6	-0.2
COc1ccc(C(=O)Nc2ccc(O)c3ccccc23)cc1OC
 : 5.2	6	1.9
CCn1nc(C(=O)NNC(=O)c2ccccc2OCc2c(C)noc2C)c2ccccc2c1=O
 : -1.8	3	-0.1
COC(=O)[C@H]1[C@H]2C[C@@H]3c4[nH]c5cc(OC)ccc5c4CCN3C[C@H]2C[C@@H](OC(=O)/C=C/c2cc(OC)c(OC)c(OC)c2)[C@@H]1OC
 : 1.3	-3	0.1
N#CCC(=O)Nc1ccc(C(=O)OCC(=O)NC(=O)Nc2ccc3c(c2)OCCO3)cc1
 : 1.9	-1	2.2
N#Cc1ccc(OCC(=O)N2CCc3ccccc32)cc1
 : -1.4	0	-1.2
COc1ccc(/C(C)=N/NC(=O)c2cccc(S(=O)(=O)N3CCCC3)c2)c(O)c1
 : -1.6	-3	-0.9
NC(=O)c1cc(Cl)ccc1OCC(=O)NC1CC1
 : 1.7	-2	1.2
O=C(COC(=O)c1ccc(Br)cc1)Nc1cccnc1Cl
 : 0.6	-3	-0.5
COc1ccc(NC(=O)CN2C(=O)C(=O)N(C3CCCC3)C2=O)c(OC)c1
 : 0.5	-4	0.7
CC12CCC(=O)N1C(C(=O)NNC(=O)c1ccccc1Cl)CS2 (stereo not drawn)
 : 1.2	-8	-0.3

# Arranged by molar mass (low to high): three of the compounds above
# Every second line gives: OXTR agonist	GalR3 antagonist	V1aR counter
CCN(CC(=O)Nc1ccccc1OC)C(=O)C1CCC1
 : -0.4	-4	1.1
COC(=O)c1cc(S(=O)(=O)N2CCCCC2)ccc1N1CCOCC1
 : -0.1	-5	-0.6
COc1ccc(NC(=O)CN2C(=O)C(=O)N(C3CCCC3)C2=O)c(OC)c1
 : 0.5	-4	0.7

# Next section:
# Every second line gives: OXTR agonist	GalR3 antagonist	V1aR counter
CCNc1nc(NCC)n2c(SCC(=O)Nc3cc(OC)ccc3OC)nnc2n1
 : 0.7	-4	-0.4
CN(CC(=O)Nc1ccc(F)cc1)C(=O)COC(=O)CSc1ccc(F)cc1
 : -0.2	-5	0.3
CCCCNc1c(-c2ccc(OC)c(Sc3ccc(OC)cc3)c2)nc2cnccn12
 : -0.8	-4	1.3
Cc1ccc(/C=C/C(=O)OCC(=O)Nc2cccnc2Cl)cc1
 : 1.1	-7	1.2
O=c1[nH]c(-c2ccccc2)nc(-c2ccccc2)c1Cl
 : -0.3	1	-0.1
CC(C)CNC(=O)/C=C/C=C/CCCC/C=C/c1ccc2c(c1)OCO2
 : 0.7	-5	1.7
O=C(O)CCC(=O)OCc1c(-c2ccccc2)ncc2ccccc12
 : 0.0	-3	-0.6
CCOc1cc(N2CCOCC2)c(OCC)cc1NC(=O)Cn1cnnn1
 : 1.3	-5	0.2
COc1ccccc1-c1nnc(SC(C)C(=O)Nc2ccc(C(N)=O)cc2)o1 (stereo not drawn)
 : 0.9	-2	1.2
COc1ccc(COc2cccc(C=O)c2)cc1
 : -2.1	-1	0.0
Cc1cc(C)cc(OCC(=O)OCC(=O)N(C)CC(=O)Nc2ccc(F)cc2)c1
 : -1.4	-5	2.1
CC(=O)Nc1ccc(S(=O)(=O)N(C)CC(=O)NCCOc2ccccc2)cc1
 : 1.3	1	1.5
O=C(COC(=O)C1CCC1)Nc1ccc(Cl)cn1
 : 2.2	-3	4.8
O=C(CN1C(=O)NC(c2ccccc2)(c2ccccc2)C1=O)N1CCN(c2ccccc2F)CC1
 : -0.2	-2	-0.2
Cn1nnnc1SCC(=O)Nc1sccc1C(N)=O
 : 0.4	-6	0.3
